# KKLEB cytotox: cytotoxicity in KKLEB CF airway cells, primary screen, cytotoxicity control for CF NF-kB inhibitor project, cell-based, uHTS, fluorescence assay plates. KKLEB CF airway cells viability, ATPlite luminescence, overnight; active compounds read low; cells stimulated with P. aeruginosa culture filtrate. activity change (cytotoxicity), % at 5 µM. hit rate 0.36% among 360,000;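 active = corrected activity change at or below -50% at 5 µM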
# LRH-1 inv ag: LRH-1 (NR5A2) inverse agonists, primary screen, cell-based, luminescence, HEK293T, StAR-luciferase reporter | hit rate 0.13% among 360,000 | inhibition, % at 3.6 µM | Nuclear receptor subfamily 5 group A member 2 (Homo sapiens), O00482 | AID 602396, 2012 | LRH-1 transfected, 24 h;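 active = inhibition above the mean inhibition of all tested compounds plus 3 SD, cut at about 73% in these data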;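 note: 0% = DMSO wells and 100% = reporter-only cells lacking LRH-1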
# COUP-TFII inh: NR2F2 transcriptional activity inhibitors, primary screen, cell-based, luciferase reporter, HEK293T, luminescence. hit rate 0.7% among 370,000. inhibition, % at 8.6 µM. HEK293T NGFI-A luciferase reporter. AID 686940, 2013. COUP transcription factor 2 (Homo sapiens), P24468;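 active = inhibition above a per-plate cutoff, mean inhibition of test wells between control levels plus 3 SD, cut at about 38% in these data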;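 note: cells cotransfected with COUP-TFII expression vector driving the NGFI-A reporter; 0% = median of COUP-TF2 test wells and 100% = reporter-only cells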
# CF NFkB block: inhibitors of PAF-induced NF-kB signaling, primary screen, cell-based, GFP fluorescence, uHTS; KKLEB NF-kB-GFP reporter, GFP fluorescence overnight; inhibition, % at 5 µM; hit rate 0.86% among 360,000;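 active = at least 50% inhibition at 5 µM, scaled per plate between neutral and stimulator controls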;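 note: PAF is a Pseudomonas aeruginosa culture filtrate used as stimulus; plate controls were PAF-stimulated DMSO wells for no effect and unstimulated DMSO wells for full effect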
# TRAIL sens C8: viability loss with TRAIL in NB7+C8 cells, primary screen, TRAIL sensitizer project, cell-based, ATPlite luminescence | AID 624354, 2012 | hit rate 1% among 360,000 | inhibition (viability loss, TRAIL sensitization), % at 10 µM;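 active = compounds causing at least 50% loss of cell viability in the single-dose screen, relative to plate controls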
# LMP1 NFkB inh: EBV LMP1-driven NF-kappaB luciferase reporter inhibitors, primary screen, cell-based, luminescence, single point. LMP1-induced NF-kappaB luciferase reporter cells. hit rate 0.69% among 350,000. AID 504558, 2011. inhibition, % at 12.5 µM; in the data active = inhibition above about 41%;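 note: 0% = neutral control wells and 100% = reference inhibitor control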
# TWEAK-Fn14 inh: inhibitors of TWEAK-Fn14 signaling, primary screen, luciferase reporter cells, uHTS; AID 1159606, 2016; inhibition, % at 10 µM; TWEAK-stimulated Fn14 reporter cells, luciferase luminescence, 8 h; hit rate 2% among 360,000; in the data active = inhibition above about 50%
# SRC3 inh: SRC3 coactivator transcriptional activity inhibitors, primary screen, cell-based, luminescence; Nuclear receptor coactivator 3 (Homo sapiens), Q9Y6Q9; HEK293 GAL4-SRC3 luciferase reporter; inhibition, % at 3.6 µM; hit rate 0.17% among 360,000; AID 588352, 2011;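 active = inhibition above a per-campaign cutoff, the mean of all compounds plus 3 SD, cut at about 60% in these data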;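 note: 0% = DMSO-treated cells and 100% = gossypol-treated cells at 36 µM; higher means less SRC3-driven luciferase light from the GAL4 reporter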
# NCOA2 inhibitor: inhibition of GAL4-SRC2 driven luciferase reporter, primary screen, SRC2 inhibitor project, cell-based, luminescence; HEK293 GAL4-SRC2 luciferase reporter; inhibition, % at 9 µM; hit rate 0.17% among 370,000;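 active = inhibition above the mean inhibition of all tested compounds plus 3 SD, set per campaign, cut at about 52% in these data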;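 note: 0% = DMSO treated cells and 100% = cells given Gossypol at 36 µM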
# TROY signal inh: inhibitors of TROY-driven NF-kB signaling, primary screen, Q293 LMP1-TROYcd cells, NF-kB luciferase, uHTS | Q293 LMP1-TROYcd NF-kB luciferase reporter, 4 h | inhibition, % at 10 µM | hit rate 0.98% among 360,000 | AID 1347056, 2019;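 active = compounds whose plate-normalised and pattern-corrected inhibition of the luciferase reporter signal at the single screening dose is 50% or more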
# SRC1 inh: SRC1 coactivator transcriptional activity inhibitors, primary screen, cell-based, luminescence; HEK293 GAL4-SRC1 luciferase reporter; inhibition, % at 3.6 µM; hit rate 0.12% among 360,000; AID 588354, 2011;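 active = inhibition above the campaign mean plus 3 SD, with each screening campaign given its own cutoff, cut at about 60% in these data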;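 note: 0% = DMSO treated cells and 100% = gossypol at 36 µM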
# Target sequence (Q15788 whole entry, looked up, the tested form may be a part): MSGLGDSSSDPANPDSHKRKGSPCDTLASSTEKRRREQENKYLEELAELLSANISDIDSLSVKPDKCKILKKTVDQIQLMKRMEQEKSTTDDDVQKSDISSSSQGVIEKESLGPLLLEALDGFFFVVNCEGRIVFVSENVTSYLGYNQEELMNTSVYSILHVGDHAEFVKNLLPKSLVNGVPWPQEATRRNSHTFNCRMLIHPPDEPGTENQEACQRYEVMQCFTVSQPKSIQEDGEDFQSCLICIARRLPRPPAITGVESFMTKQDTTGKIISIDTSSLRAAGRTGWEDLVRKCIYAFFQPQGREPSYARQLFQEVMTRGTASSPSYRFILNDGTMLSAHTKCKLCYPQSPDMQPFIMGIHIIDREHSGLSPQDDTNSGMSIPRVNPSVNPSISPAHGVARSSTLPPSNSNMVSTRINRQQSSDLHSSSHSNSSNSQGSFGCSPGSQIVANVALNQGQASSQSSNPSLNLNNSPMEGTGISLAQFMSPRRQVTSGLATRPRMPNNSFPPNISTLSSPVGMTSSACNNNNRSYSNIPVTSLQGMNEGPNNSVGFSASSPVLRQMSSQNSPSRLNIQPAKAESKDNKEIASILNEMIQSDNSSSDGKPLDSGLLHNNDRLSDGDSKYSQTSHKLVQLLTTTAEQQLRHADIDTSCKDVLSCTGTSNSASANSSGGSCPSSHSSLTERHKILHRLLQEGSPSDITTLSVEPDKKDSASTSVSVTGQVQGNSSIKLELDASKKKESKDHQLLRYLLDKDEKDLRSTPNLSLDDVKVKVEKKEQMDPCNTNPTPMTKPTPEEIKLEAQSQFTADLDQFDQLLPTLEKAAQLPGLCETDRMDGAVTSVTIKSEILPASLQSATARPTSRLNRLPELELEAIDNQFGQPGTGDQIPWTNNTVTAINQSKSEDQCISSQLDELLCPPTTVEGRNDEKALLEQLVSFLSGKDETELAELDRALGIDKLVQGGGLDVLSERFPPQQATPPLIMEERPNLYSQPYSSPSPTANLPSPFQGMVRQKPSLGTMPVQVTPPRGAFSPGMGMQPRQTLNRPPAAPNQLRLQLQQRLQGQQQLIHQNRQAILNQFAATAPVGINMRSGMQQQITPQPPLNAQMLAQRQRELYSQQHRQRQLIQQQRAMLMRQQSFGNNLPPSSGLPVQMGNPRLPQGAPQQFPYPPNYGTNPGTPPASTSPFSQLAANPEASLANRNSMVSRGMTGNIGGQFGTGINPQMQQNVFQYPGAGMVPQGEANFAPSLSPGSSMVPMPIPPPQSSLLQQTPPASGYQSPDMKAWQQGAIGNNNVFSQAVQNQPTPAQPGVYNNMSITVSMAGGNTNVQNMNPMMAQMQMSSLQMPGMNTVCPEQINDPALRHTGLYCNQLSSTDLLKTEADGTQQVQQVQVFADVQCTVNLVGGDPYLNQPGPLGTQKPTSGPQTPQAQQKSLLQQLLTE
# The depositor's hits bear a star; / = not tested or not shown; & = joins results of further samples. The list is partial (hit frequency here may not be typical).
SMILES,KKLEB cytotox,LRH-1 inv ag,COUP-TFII inh,CF NFkB block,TRAIL sens C8,LMP1 NFkB inh,TWEAK-Fn14 inh,SRC3 inh,NCOA2 inhibitor,TROY signal inh,SRC1 inh
O=C1c2ccccc2C(=O)c2c(O)c(O)cc(O)c21,10.8,4.7,13.1,-6.1,-5.5,8.0,-2.6,12.4,4.0,1.2,10.0
CCOC(=O)Nc1ccc2c(c1)N(C(=O)CCN1CCOCC1)c1ccccc1S2,-12.0&-19.8,-1.5&12.1,2.9&-3.8,30.5&10.6,-0.2&7.0,-3.7&2.4,-21.7&0.6,-1.9&5.9,14.7&-14.5,-10.6&-5.2,2.6&1.4
C[C@]12CC[C@H]3C(=CCc4cc(O)ccc43)[C@@H]1CCC2=O,-8.1,-82.8,-21.1,10.3,3.8,-2.7,-22.4,-69.9,-40.0,-34.5,-45.7
CCCc1cc(C(N)=S)ccn1,-1.2,-10.1,-2.3,1.9,2.7,-3.7,-26.3,-6.1,8.1,1.0,-9.4
COc1cc(NC(=O)c2cc(C3CC3)on2)c(OC)cc1Cl,1.0,16.2,13.3,18.6,2.5,-8.4,-18.6,-6.0,-3.4,-9.7,-2.5
CC(=O)OCC(=O)C1(O)CCC2C3CCC4=CC(=O)C=CC4(C)C3(F)C(O)CC21C (stereo not drawn),18.2,-19.4,-18.7,72.7*,10.5,-0.1,-6.4,-48.9,-18.2,37.1,-16.2
O=C1c2c(O)cccc2C(C2OC(CO)[C@@H](O)[C@H](O)[C@H]2O)c2cc(CO)cc(O)c21 (stereo partly drawn),-11.7,10.0,9.8,-10.3,-15.8,-0.2,-4.5,4.3,-16.6,-6.9,0.4
Oc1cc2c(cc1O)C1c3ccc(O)c(O)c3OCC1(O)C2 (stereo not drawn),-12.4,-8.2,17.7,26.1,0.4,12.1,29.4,17.8,18.7,1.0,-10.0
COc1cc(C)nc(-n2nc(C)cc2OC)n1,-0.6,-3.8,4.6,22.3,7.1,3.5,1.8,-2.2,1.9,-11.0,0.3
CCOC(=O)Nc1ccc(NCc2ccc(F)cc2)nc1N,-10.5,-8.6,-14.0,14.1,2.9,1.0,-3.3,2.5,-9.2,-2.9,2.9
COc1cc2c(c(OC)c1OC)-c1c(cc(OC)c(OC)c1OC)C[C@H](C)[C@H](C)C2,4.7,-5.2,-4.2,15.5,-0.9,0.8,-16.5,-17.8,-26.4,-6.2,3.1
C/C=C(/C)C(=O)O[C@@H]1c2cc3c(c4c2[C@@]2(CO4)C(=O)C(OC)=C(OC)C=C2C[C@@H](C)[C@H]1C)OCO3,-6.1,8.2,-7.9,-3.1,-9.0,-5.4,-0.8,-4.4,4.5,5.9,-2.2
CC(C)(C(=O)c1cccnc1)c1cccnc1,-10.7,-8.5,-0.9,8.8,-9.3,-0.9,1.1,-24.1,-2.2,-18.5,-13.4
COc1ccccc1OC(=O)Oc1ccccc1OC,-4.5,15.3,-12.9,-3.1,1.2,11.8,-1.0,8.4,28.1,-9.2,-10.7
C[C@H]1c2cccc(O)c2C(O)=C2C(=O)C3(O)C(O)=C(C(N)=O)C(=O)[C@@H](N(C)C)[C@@H]3[C@@H](O)[C@@H]21 (stereo partly drawn),10.4,-31.1,8.8,6.3,-5.0,2.6,3.0,-11.0,3.9,3.7,9.8
CN1CCN(CCCN2c3ccccc3Sc3ccc(S(=O)(=O)N(C)C)cc32)CC1,-36.1,15.9,3.1,1.1,8.2,-14.1,20.2,-3.2,9.9,8.3,-10.3
O=c1c(O[C@@H]2O[C@H](CO)C(O)C2O)c(-c2ccc(O)c(O)c2)oc2cc(O)cc(O)c12 (stereo partly drawn),-0.9,15.7,/,-6.7,-5.3,-2.2,5.0,1.4,/,4.4,7.1
O=C(NCCN1CCOCC1)c1ccc(Cl)cc1,4.3,-19.1,-5.7,0.5,4.8,2.6,-37.0,-7.9,2.7,-8.5,-1.3
C[C@H]1c2cccc(O)c2C(O)=C2C(=O)[C@]3(O)C(O)=C(C(N)=O)C(=O)[C@@H](N(C)C)[C@@H]3[C@@H](O)[C@@H]21,2.4,-6.2,/,18.8,1.4,6.0,2.1,-26.3,/,13.7,-18.4
COc1c(O)cc2c(c1O)[C@@H]1O[C@H](CO)[C@@H](O)[C@H](O)[C@H]1OC2=O,-7.2,10.8,15.4,7.9,3.9,0.8,-3.9,-6.1,-22.5,-10.5,9.9
CCN(CC)CCOC(=O)C(c1ccccc1)c1ccccc1,-90.9*,-4.7,3.9,-0.3,-2.0,-6.8,8.0,-22.4,6.2,-7.0,-0.2
CC1(C)Oc2ccc(C#N)cc2[C@@H](N2CCCC2=O)[C@@H]1O,-9.5,-23.0,5.7,-17.5,11.8,3.2,-4.5,-30.7,-7.5,9.7,3.3
CN1CCN(c2c(F)cc3c(=O)c(C(=O)O)cn4c3c2SCC4)CC1,4.2,1.5,4.9,4.7,7.7,-1.6,-1.4,-1.1,-8.8,4.5,-9.8
CN(C)CCOC(=O)C(c1ccccc1)C1(O)CCCC1 (stereo not drawn),-23.1,13.5,10.5,-15.3,1.0,7.9,-6.5,-10.8,20.4,2.3,16.6

# Some of the entries above, set out differently.
SMILES | KKLEB cytotox | LRH-1 inv ag | COUP-TFII inh | CF NFkB block | TRAIL sens C8 | LMP1 NFkB inh | TWEAK-Fn14 inh | SRC3 inh | NCOA2 inhibitor | TROY signal inh | SRC1 inh
O=C(NCCN1CCOCC1)c1ccc(Cl)cc1 | 4.3 | -19.1 | -5.7 | 0.5 | 4.8 | 2.6 | -37.0 | -7.9 | 2.7 | -8.5 | -1.3
C[C@H]1c2cccc(O)c2C(O)=C2C(=O)[C@]3(O)C(O)=C(C(N)=O)C(=O)[C@@H](N(C)C)[C@@H]3[C@@H](O)[C@@H]21 | 2.4 | -6.2 | / | 18.8 | 1.4 | 6.0 | 2.1 | -26.3 | / | 13.7 | -18.4
COc1c(O)cc2c(c1O)[C@@H]1O[C@H](CO)[C@@H](O)[C@H](O)[C@H]1OC2=O | -7.2 | 10.8 | 15.4 | 7.9 | 3.9 | 0.8 | -3.9 | -6.1 | -22.5 | -10.5 | 9.9
CCN(CC)CCOC(=O)C(c1ccccc1)c1ccccc1 | -90.9* | -4.7 | 3.9 | -0.3 | -2.0 | -6.8 | 8.0 | -22.4 | 6.2 | -7.0 | -0.2
CC1(C)Oc2ccc(C#N)cc2[C@@H](N2CCCC2=O)[C@@H]1O | -9.5 | -23.0 | 5.7 | -17.5 | 11.8 | 3.2 | -4.5 | -30.7 | -7.5 | 9.7 | 3.3
CN1CCN(c2c(F)cc3c(=O)c(C(=O)O)cn4c3c2SCC4)CC1 | 4.2 | 1.5 | 4.9 | 4.7 | 7.7 | -1.6 | -1.4 | -1.1 | -8.8 | 4.5 | -9.8
CN(C)CCOC(=O)C(c1ccccc1)C1(O)CCCC1 (stereo not drawn) | -23.1 | 13.5 | 10.5 | -15.3 | 1.0 | 7.9 | -6.5 | -10.8 | 20.4 | 2.3 | 16.6

# Further structures follow.
SMILES,KKLEB cytotox,LRH-1 inv ag,COUP-TFII inh,CF NFkB block,TRAIL sens C8,LMP1 NFkB inh,TWEAK-Fn14 inh,SRC3 inh,NCOA2 inhibitor,TROY signal inh,SRC1 inh
COc1cc(C(=O)NCCCCCC(=O)O)cc(OC)c1OC,-8.1,2.2,-1.0,-6.9,1.9,-3.8,0.3,4.9,3.4,1.2,6.4
CC(=O)N(CC(O)CO)c1c(I)c(C(=O)NCC(O)CO)c(I)c(C(=O)NCC(O)CO)c1I (stereo not drawn),-3.3,-4.0,4.1,0.3,-6.5,-4.5,-35.8,6.3,-4.2,-18.3,14.7
CCC12CCCN3CCc4c(n(c5ccccc45)C(O)(C(=O)OC)C1)C32 (stereo not drawn),17.0,-7.1,-6.0,-13.4,3.8,-2.2,33.1,10.6,-16.8,-5.4,11.2
COc1ccc(Sc2ccc(NC(=O)c3ccccc3Cl)cc2C#N)cc1,-10.2,1.9,-9.3,8.3,23.6,-5.4,14.8,28.1,19.6,1.1,-0.8
C#C[C@]1(O)CC[C@H]2[C@@H]3CCC4=CC(=O)CC[C@@H]4[C@H]3CC[C@@]21CC,2.4&-5.5,-4.8&9.1,-4.4&10.2,6.1&3.1,13.3&0.0,5.4&2.8,-43.7&-3.5,-31.0&7.9,-37.9&2.5,-4.2&-7.9,-23.3&4.7
CCOc1ccc(NC(=S)N2CCC(C(O)(c3ccccc3)c3ccccc3)CC2)cc1,-8.7,6.4,-9.3,5.1,-6.3,6.7,-6.5,19.4,-36.3,-0.8,3.3
OCC(O)CN1CCN(c2ccccc2)CC1 (stereo not drawn),-3.4,5.5,-7.0,7.8,-15.4,-2.8,7.1,-14.7,-9.4,1.5,-7.1
CC1CCc2c(N3CCC(O)CC3)c(F)cc3c(=O)c(C(=O)O)cn1c23 (stereo not drawn),-0.8,8.1,-3.6,-29.2,-4.4,-2.2,-17.0,4.6,-4.7,-1.4,6.6
Nc1ncnc(Nc2ccccc2)n1,9.9,-14.7,-1.1,0.0,-1.9,-8.6,-1.6,-21.1,-27.7,-5.3,-9.8
CCCN(CCC)C(=O)C(CCC(=O)O)NC(=O)c1ccccc1 (stereo not drawn),3.9,7.3,2.7,8.5,1.9,-4.4,6.4,-6.0,15.7,-16.0,3.0
CCN(CC)S(=O)(=O)c1ccc(C(=O)O)cc1,-4.0,4.4,-11.8,-9.3,0.8,-0.5,17.7,18.1,-15.9,-0.6,-14.4
COc1ccc(S(=O)(=O)Nc2nnc(CC(C)C)s2)cc1,-2.9,-28.4,4.6,-2.3,-0.4,-0.6,-11.1,4.3,14.5,-0.6,13.3
Cc1ccsc1/C=C/C1=NCCCN1C,-6.9&12.8&-4.2,-3.8&14.3&-0.7,15.5&-12.4&-37.1,-18.3&-8.4&-17.6,1.0&1.7&2.9,1.7&-7.9&2.5,8.7&-39.1&13.1,-6.8&9.4&-24.7,10.7&-5.9&-14.3,10.4&5.1&-3.2,6.2&-4.1&2.8
CC[C@]12CCCN3CCc4c(n(c5ccccc45)[C@@](O)(C(=O)OC)C1)[C@@H]32,1.0,6.5,-4.0,11.0,0.6,-0.9,-0.1,21.4,-28.2,-39.8,-9.4
CN=C(N)NC(=O)Nc1c(C)cccc1C,15.5,-8.9,0.9,-8.9,-25.5,-3.9,-10.7,16.5,-3.7,-12.4,5.2
CCC(Cc1c(I)cc(I)c(N)c1I)C(=O)O (stereo not drawn),-4.4,-27.4,-1.5,-3.2,4.5,-2.3,-21.1,7.0,-9.0,-2.7,-3.3
CCCCOC(=O)c1ccc(N)cc1,10.8,-47.4,-29.1,-15.8,-3.4,-16.1,-9.2,-44.8,-26.1,-45.5,-40.8

# Screening data deposited in PubChem BioAssay by several laboratories.
